# Assay outcomes (PubChem BioAssay)
# FBW7 activator: activators of human E3 ligase FBW7; normalized activity (activation), % at 26.1 µM; AID 1259310; Q969H0; AlphaScreen FBW7–phospho-cyclin E peptide binding, activator screen; 650,000 tested, 0.13% active; in the data active means normalized activity above about 1.9%;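 further: purified mutant Fbw7 with reduced substrate affinity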
# TEAD-YAP block: TEAD-YAP interaction inhibition; HEK-TIYL cells, TEAD-Gal4/YAP UAS-luciferase luminescence; inhibition, % at 9.12 µM; 640,000 tested, 1.4% active; AID 1259422; in the data active means inhibition above about 32%;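 further: 0% = median of test compound wells and 100% = reference inhibitor wells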
# GPR151 ag: human GPR151 activation; PathHunter beta-arrestin GPR151 cells, luminescence; activation, % at 11.2 µM; 650,000 tested, 1% active; in the data active means activation above about 4.9%;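 further: 0% = median of compound wells and 100% = cells with positive control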
# Target sequence (Q8TDV0 whole entry, looked up): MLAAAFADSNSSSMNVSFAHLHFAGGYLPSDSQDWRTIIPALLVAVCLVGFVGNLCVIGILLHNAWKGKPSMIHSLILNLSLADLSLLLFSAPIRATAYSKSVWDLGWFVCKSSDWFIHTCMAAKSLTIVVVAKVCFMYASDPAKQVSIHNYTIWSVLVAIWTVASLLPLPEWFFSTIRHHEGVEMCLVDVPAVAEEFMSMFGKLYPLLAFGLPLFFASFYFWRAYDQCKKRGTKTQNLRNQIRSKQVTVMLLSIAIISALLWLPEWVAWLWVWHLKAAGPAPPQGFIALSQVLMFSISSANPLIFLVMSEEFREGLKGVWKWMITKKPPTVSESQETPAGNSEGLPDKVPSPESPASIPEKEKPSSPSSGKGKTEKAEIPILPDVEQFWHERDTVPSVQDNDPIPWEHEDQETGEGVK
# MITF inh: inhibitors of human MITF | O75030 | AlphaScreen MITF homodimerization, bead proximity signal | inhibition, % at 2.6 µM | 650,000 tested, 0.91% active | AID 1259374; in the data active means inhibition above about 50%;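 further: 0% = vehicle wells with protein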
# Target sequence (O75030 whole entry, looked up): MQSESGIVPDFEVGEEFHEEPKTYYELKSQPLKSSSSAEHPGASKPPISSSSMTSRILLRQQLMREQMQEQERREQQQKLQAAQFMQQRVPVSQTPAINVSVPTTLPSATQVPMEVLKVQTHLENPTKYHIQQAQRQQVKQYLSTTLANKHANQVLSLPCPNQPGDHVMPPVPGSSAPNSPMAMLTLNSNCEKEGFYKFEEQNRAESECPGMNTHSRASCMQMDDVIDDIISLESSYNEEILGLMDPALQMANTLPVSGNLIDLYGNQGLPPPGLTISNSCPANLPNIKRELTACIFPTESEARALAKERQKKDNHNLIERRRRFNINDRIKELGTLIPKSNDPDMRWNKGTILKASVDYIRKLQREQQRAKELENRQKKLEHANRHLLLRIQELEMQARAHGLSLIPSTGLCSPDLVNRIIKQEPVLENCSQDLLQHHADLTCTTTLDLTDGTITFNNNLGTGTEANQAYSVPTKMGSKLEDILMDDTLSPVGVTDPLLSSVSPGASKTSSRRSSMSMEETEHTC
# * = called active by the depositor; · = no result given; & = joins results of further samples. Compounds were not picked by outcome; any-hit rate near 3.4%.
SMILES,FBW7 activator,TEAD-YAP block,GPR151 ag,MITF inh
COC(=O)CN(CC(=O)OC)c1ccccc1OCCOc1ccccc1N(CC(=O)OC)CC(=O)OC,0.2,-4,1.0,-3
O=C(C1CCCN(S(=O)(=O)c2cc(Cl)ccc2Cl)C1)N1CCCCCC1 (stereo not drawn),0.1,-1,2.2,-11
C/C=C/COC(=O)C1=C(C)NC(=O)NC1c1cc(Br)c(O)c(OC)c1 (stereo not drawn),-0.1,-6,0.7,5
CC(C)OCCCNc1ncc2c(n1)CC(c1ccc(N(C)C)cc1)CC2=O (stereo not drawn),0.2,-4,0.8,17
OC1(c2ccc(F)cc2)CCN(Cc2ccccc2)C1 (stereo not drawn),0.0,5,0.9,0
C=CCc1ccccc1OCC(=O)N/N=C/c1ccncc1,0.0,9,1.1,-5
Cc1ccc(N2C(=O)C3CC=CC(C)C3C2=O)c(C)c1 (stereo not drawn),0.0,6,0.5,-5
CC(=O)Nc1ccc2c(COC(=O)c3cccnc3Nc3ccccc3F)cc(=O)oc2c1,-0.2,-6,0.5,-11
CCCC1=NN2C(=N)/C(=C/c3cc(OC)c(OC)c(OC)c3)C(=O)N=C2S1,0.1,7,-0.3,19
COc1ccc(CN2CC[C@H]3[C@H](CCC(=O)N3CCCN3CCCC3=O)C2)c(F)c1,-0.2,3,-0.4,4
CCCCOc1ccc(OC(=O)c2ccc(Br)o2)cc1,0.5,-4,-0.4,6
Cc1ccc(C(=O)O)cc1NC(=O)c1ccc([N+](=O)[O-])c(C)c1,0.1,4,-0.4,6

# Shown with two lines to a compound: two of the compounds above
# Values in the order – FBW7 activator	TEAD-YAP block	GPR151 ag	MITF inh
OC1(c2ccc(F)cc2)CCN(Cc2ccccc2)C1 (stereo not drawn)
  0.0	5	0.9	0
CCCC1=NN2C(=N)/C(=C/c3cc(OC)c(OC)c(OC)c3)C(=O)N=C2S1
  0.1	7	-0.3	19

# Continued.
SMILES,FBW7 activator,TEAD-YAP block,GPR151 ag,MITF inh
Cc1nc(C(C)NC(=O)CSc2ccc3nnc(-c4cccnc4)n3n2)c(C)s1 (stereo not drawn),-0.1,7,0.2,3
Cc1nn2c(=O)c(NC(=O)c3ccc(F)cc3)cnc2s1,-0.1,-7,-1.5,-12
Fc1ccc(CNCc2ccccc2)cc1,-0.1,-3,1.3,27
COC(=O)c1c(NC(=O)CN2C(=O)c3ccccc3C2=O)sc(C)c1-c1ccccc1,0.1,3,-1.7,10
Cc1ccc2c(c1)CN(CCC(=O)NCC1CC1)CC(C)O2 (stereo not drawn),0.0,5,1.5,2
C/C(Cl)=C\Cn1c(NCc2ccc(C)cc2)nc2c1c(=O)n(C)c(=O)n2C,0.1,5,0.4,3
COC(=O)N1CCN(c2ccc(OC)cc2)CC1,-0.1,-11,0.7,1
CCN(CC)C1CCN(Cc2c(C(=O)N3CCCCCCC3)nc3sccn23)C1 (stereo not drawn),0.1,6,0.1,0
CCN1CCN(c2nc3c(c(=O)n(C)c(=O)n3C)n2CCCOc2ccccc2)CC1,-0.1,1,-1.4,8
CCN(CCCNC(=O)CCn1c(=S)[nH]c2cc3c(cc2c1=O)OCO3)c1ccccc1,0.0,0,0.6,-1
Cc1cc(/C=N/N2CCN(C)CC2)cc(C)c1O,0.0,-4,-1.1,10
COc1ccc(OC)c(C2=C/C(=C/c3cccc(OC)c3OC)C(=O)O2)c1,0.0,-6,5.1*,-5
CN(C)C(=O)CN(C)C(=O)c1c(C(F)(F)F)nc2ccccn12,0.2,4,-0.8,8
CCN1CCCC1CNC(=O)NC1CC(=O)N(c2ccc(C)c(C)c2)C1 (stereo not drawn),-0.9,-13,7.0*,4
CCC(CC)c1nc2ccccc2c(=O)[nH]1,0.9,-6,-0.2,1
COc1ccc(NC(=O)c2cc([N+](=O)[O-])ccc2Cl)cc1,0.1,34*,0.7,4
CCOC(=O)c1c(CSc2ccccc2)n(-c2ccccc2)c2ccc(OC(C)=O)cc12,-0.1,-15,-0.6,-2
O=C(c1cc(S(=O)(=O)N2CCOCC2)ccc1Sc1ccc(Br)cc1)N1CCCCC1,-0.3,6,-0.8,3
O=C(Cc1ccccc1[N+](=O)[O-])Nc1cccc(F)c1,0.7,-11,-1.5,-1
O=C(Nc1ncnc2c1CCC2)c1nc2ccccc2s1,0.8,-27,-2.2,5
O=C(Nc1cccc2cnccc12)c1cccc(S(=O)(=O)N2CCOCC2)c1,-0.1,6,0.5,-15
CCOC(=O)N1CCN(C(=O)c2cc(COc3ccc(F)cc3F)on2)CC1,0.0,-32,0.6,-2
Cc1cccc(C(=O)NNC(=O)COc2ccccc2C)c1,0.1,10,-0.8,8
CC(=O)NC(Cc1ccc(C)cc1)C(=O)NC1CCN(C(=O)NC2CCCCC2)CC1 (stereo not drawn),0.1,2,1.3,-3
O=c1[nH]c2ccccc2nc1Cc1ccccc1F,-0.1,3,0.2,-6
C/C(O)=C(/C(=O)OC(C)(C)C)c1nc(/C(C(=O)OC(C)(C)C)=C(\C)O)nc(/C(C(=O)OC(C)(C)C)=C(\C)O)n1,0.2,-10,-0.2,16
Nc1nc(SCC(=O)Nc2cccc(S(N)(=O)=O)c2)n[nH]1,0.0,-2,0.7,8
O=C(CCCn1sc2ccccc2c1=O)NCCCc1ccccc1,-0.2,1,-0.1,4
O=C(c1ccc(Cl)cc1Cl)n1c(=O)oc2cc(S(=O)(=O)N3CCCCC3)ccc21,0.0,4,-0.3,-6
Cc1ccccc1CN1CCN(Cc2ccc3ccccc3n2)CC1CCO (stereo not drawn),-0.1,4,3.6,11
CS(=O)(=O)c1ccc2nc(NC(=O)c3cccc(F)c3)sc2c1,-0.4,16,-8.7,-18
CC(=O)Nc1cccc(NC(=O)c2ccc(C(=O)Nc3cccc(NC(C)=O)c3)nc2)c1,0.0,-6,-1.9,-5
CC(=O)c1cccc(-c2nc(Nc3ccc(Oc4ccccc4)cc3)c3ncn(C(C)C)c3n2)c1,0.0,6,0.4,2
C=CCNC(=O)c1ccc(N2C(=O)C3C4c5ccccc5C(c5ccccc54)C3C2=O)cc1 (stereo not drawn),0.1,-5,0.0,7
Cc1[nH]c2ccccc2c1CCNC(N)=O,0.0,4,-0.1,-5
O=C1C[C@@H](O)[C@@H](O)[C@@H]2[C@@H]3C(=O)N(C4CCCCC4)C(=O)[C@@H]3CC[C@@H]12,-0.1,·,0.1,1

# Four of the compounds above, with two lines to a compound:
# Screens in order: FBW7 activator	TEAD-YAP block	GPR151 ag	MITF inh
CCN(CC)C1CCN(Cc2c(C(=O)N3CCCCCCC3)nc3sccn23)C1 (stereo not drawn)
→ 0.1	6	0.1	0
CCN1CCN(c2nc3c(c(=O)n(C)c(=O)n3C)n2CCCOc2ccccc2)CC1
→ -0.1	1	-1.4	8
CCN(CCCNC(=O)CCn1c(=S)[nH]c2cc3c(cc2c1=O)OCO3)c1ccccc1
→ 0.0	0	0.6	-1
Cc1cc(/C=N/N2CCN(C)CC2)cc(C)c1O
→ 0.0	-4	-1.1	10

# The list continues:
SMILES,FBW7 activator,TEAD-YAP block,GPR151 ag,MITF inh
CNC(=O)CSc1nnnn1-c1cc(C)ccc1C,0.4,14,0.4,6
O=C(Nc1ccc(Br)cn1)c1ccc(N2CC3CC(C2)c2cccc(=O)n2C3)c(NC(=O)c2ccncc2)c1 (stereo not drawn),-0.2,-49,1.8,6
CCCCNC(=O)c1cn(C)c2ccc(S(=O)(=O)N(C)C)cc2c1=O,-0.1,3,3.0,17
O=C1NC2(CCCCC2)N=C1c1ccc(F)cc1,0.0,-6,-0.2,7
COc1ccc(/C=N/N2CCN(C)CC2)cc1OCc1ccccc1,-0.1,10,0.2,22
Cc1ccc(CN2CCN(C3CCCC3)CC2CCO)o1 (stereo not drawn),0.1,3,-0.2,-20
CCCNc1nccn2c(-c3cccs3)cnc12,0.7,-28,0.0,6
CCS(=O)(=O)N1CCC(N2CC(C)CC(C)C2)CC1 (stereo not drawn),0.0,1,1.6,31
Cc1ccccc1-c1nsc(SCC(=O)N2CCCc3ccccc32)n1,0.1,-12,-1.1,-1
COC(=O)C1=C(C)NC(=O)NC1c1cccc(OCc2ccccc2)c1 (stereo not drawn),-0.1,-6,0.1,-23
C=CCNC(=O)c1ccccc1NS(=O)(=O)c1ccc([N+](=O)[O-])cc1,0.5,3,0.0,18
Cc1cc2c(cc1S(=O)(=O)N1CCc3ccccc3C1)n(C)c(=O)c(=O)n2C,0.5,-10,-2.4,8

# Individual results from the list:
# FBW7 activator with COc1ccc(/C=N/N2CCN(C)CC2)cc1OCc1ccccc1 → -0.1
# TEAD-YAP block with O=C(Nc1ccc(Br)cn1)c1ccc(N2CC3CC(C2)c2cccc(=O)n2C3)c(NC(=O)c2ccncc2)c1 (stereo not drawn) → -49
# MITF inh with CCCNc1nccn2c(-c3cccs3)cnc12 → 6
# TEAD-YAP block with CNC(=O)CSc1nnnn1-c1cc(C)ccc1C → 14

# Further structures
SMILES,FBW7 activator,TEAD-YAP block,GPR151 ag,MITF inh
COC(=O)c1ccsc1NC(=O)c1cccc(F)c1,0.6,-2,-0.5,3
CC1CCc2c(sc(NC(=O)c3ccc([N+](=O)[O-])cc3)c2C(N)=O)C1 (stereo not drawn),0.0,-1,-1.2,18
CCOC(=O)c1c(N2C(N)=C(C#N)C(c3ccc(CC)cc3)C3=C2CC(C)(C)CC3=O)sc2c1CCCC2 (stereo not drawn),0.0,-2,1.2,3
CC(=O)C1=C(C)NC(SCC(=O)c2ccc(C)c(C)c2)=C(C#N)C1c1ccco1 (stereo not drawn),1.9*,9,-0.4,23
Cc1[nH]c2ccccc2c1C(=O)CSc1ncnc2sc3c(c12)CCC3,0.0,-3,-0.3,11
COc1cccc(/C=N/n2c(C)nc3ccccc3c2=O)c1OC,0.4,-17,2.3,4
COc1ccc(S(=O)(=O)N(C(C)=O)c2ccc(OC(C)=O)cc2)cc1,-0.1,3,0.4,9
O=C(CN(Cc1ccco1)C(=O)CNS(=O)(=O)c1ccc(F)cc1)NCc1ccco1,-0.1,0,-0.1,7
Cc1nc(-c2cncc(-c3ccc(F)cc3)c2)cc(N2CCOCC2)n1,0.1,-17,0.9,3
CCOC(=O)CC1=C(C(=O)OCC)C(c2ccccc2)C(C#N)=C(N)O1 (stereo not drawn),-0.1,-1,-0.3,3
C/C(CC(=O)NC12CC3CC(CC(C3)C1)C2)=N\NC(=O)c1ccccc1,-0.1,-34,-2.0,6
CCOC(=O)c1cc(S(=O)(=O)Nc2ccccc2CC)cn1C,-0.2,2,0.3,11
Cc1cc(NC(=O)CSc2nc3cc(C(=O)NCCCOC(C)C)ccc3c(=O)n2Cc2ccco2)n[nH]1,0.8,9,4.3,15
COc1cccc(NC(=O)c2nn(-c3ccc(OC)cc3OC)c(=O)c3ccccc23)c1,0.0,7,0.8,3
COC(=O)c1ccc(C2C(C(=O)OCc3ccc(OC)cc3)=C(C)NC3=C2C(=O)CC(C)(C)C3)cc1 (stereo not drawn),0.1,5,5.2*,23
N#Cc1cc2cc3c(cc2nc1SCC(=O)NC1CCCC1)OCO3,-0.1,-4,0.1,-9
O=C(COC(=O)c1ccc(N2CCOCC2)c([N+](=O)[O-])c1)Nc1ccc(F)c(F)c1F,-0.1,8,-0.2,4
CCc1c(C)nc2cc(-c3cc(OC)cc(OC)c3)nn2c1NCCCn1ccnc1,-0.3,-35,1.6,2
O=C(O)c1ccc2ncc(NC(=O)c3ccc(F)cc3)c(=O)n2c1,0.0,3,-2.7,12
N#CCCn1cc(/C=N/N=C2/NC(=O)C(CC(=O)O)S2)c(-c2ccccc2)n1 (stereo not drawn),-0.5,10,-0.4,-4
Nc1c(C(=O)c2ccc(Br)cc2)sc2nc3c(cc12)CCC3,-0.3,-38,-1.5,-6
O=C(CSc1cn(Cc2ccc(F)cc2)c2ccccc12)N1CCCCCC1,-0.4,-13,0.0,7
O=C(c1cc(C(c2ccccc2)c2ccccc2)no1)N1CCc2[nH]ncc2C1,-0.1,-41,1.1,16
COc1ccc(OC)c(NC(=O)N2CCCC(N3CCN(c4ccccc4)CC3)C2)c1 (stereo not drawn),0.1,-2,-0.3,6
CCOC(=O)/C(C(N)=NCc1ccco1)=C(/O)c1ccccc1,0.2&-0.1,-2&6,1.5&-0.6,8&6
O=C(O)c1ccc(Nc2c([N+](=O)[O-])c(=O)oc3ccccc23)cc1O,0.2,1,-0.5,3
O=C(O)/C=C/c1ccc(O)c(O)c1,0.0&-0.1&-0.1&-0.1,-5&7&-1,-0.4&-0.7&1.6&0.3&2.7,46&10&29&14&38
Fc1ccccc1-c1cnc2c(N3CCOCC3)nccn12,-0.1,-26,0.2,14
CC(=O)c1sc(Nc2nc3c(F)cccc3s2)nc1C,0.5,-42,-0.7,7
COc1ccc(/C(C)=N/N=C2/NC(=O)C(CC(=O)Nc3cccc([N+](=O)[O-])c3)S2)cc1 (stereo not drawn),-0.2,-1,-0.1,5
Cc1ccc(-c2nc3cc(Br)c(C)c(C)c3nc2-c2ccc(C)cc2)cc1,-0.1,-5,-0.5,14
Cc1cc(=O)n(CC(=O)Nc2cccc3ccccc23)c(-n2nc(C)cc2C)n1,-0.2,4,4.0,-13
CCOC(=O)Cc1csc(NC(=O)c2c(O)c3ccccc3n(CC)c2=O)n1,0.0,-3,0.4,-8
COc1cccc(OCCn2c(-c3ccc(Br)cc3)nc3ccccc3c2=O)c1,-0.1,-12,0.4,-7
N#C/C(=N\Nc1ccc2[nH]c(=O)[nH]c2c1)C(=O)Nc1ccc(S(N)(=O)=O)cc1,0.1,1,-0.9,8
Cc1[nH]n(-c2ccc3ccccc3c2)c(=O)c1C=O,-0.4,-7,-8.7,1
CC(NC(=O)c1ccc(C#N)cc1F)C12CC3CC(CC(C3)C1)C2 (stereo not drawn),0.1,0,3.9,0
NC(=O)COC(=O)c1cc(S(=O)(=O)N2CCOCC2)ccc1N1CCCCC1,-0.1,-10,-1.0,1
